# SENP1 inh: inhibitors of human SENP1 SUMO protease catalytic domain; Q9P0U3; recombinant SENP1 catalytic domain, CyPet-SUMO1-YPet FRET cleavage; inhibition, % at 10 µM; 0.21% of 360,000 active; AID 624204;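 active = inhibition at least 30% at 10 µM, raw YFP signal under a set limit, fluorescence ratio 0.5 to 1.5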;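 also: 0% = enzyme with DMSO and 100% = no enzyme wells; some results filed as inactive read as strong as hits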
# Target sequence (Q9P0U3 419-644 limits assumed): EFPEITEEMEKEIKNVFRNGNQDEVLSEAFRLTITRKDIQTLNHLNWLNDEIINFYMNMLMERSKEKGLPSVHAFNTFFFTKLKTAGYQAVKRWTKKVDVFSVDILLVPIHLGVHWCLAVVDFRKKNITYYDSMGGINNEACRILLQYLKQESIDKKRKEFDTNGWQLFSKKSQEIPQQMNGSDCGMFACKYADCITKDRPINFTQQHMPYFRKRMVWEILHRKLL
#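 Material – human SENP1 catalytic domain · Input – SENP1 enzyme, 20 pM final · Compound dosing – single concentration of 10 µM compound, 0.5% DMSO final · Timing – enzyme reaction for 50 min at room temperature, dark · Measured by – FRET fluorescence in CFP and YFP emission channels · Control set – no-enzyme wells low, DMSO-plus-enzyme wells high control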
# SENP6 block: SENP6 protease inhibition; Recombinant SENP6 catalytic domain, aminoluciferin luminescence; inhibition, % at 10 µM; 1.8% of 330,000 active; AID 2599;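 active = inhibition above about 50% at the single tested dose, limit read from the data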;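 also: plate controls were DMSO wells with enzyme for no effect and DMSO wells lacking enzyme for full effect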
# HKDC1 inhibitor: blocks human hexokinase HKDC1 activity. Q2TB90. recombinant HKDC1, G6PDH/diaphorase resazurin coupled fluorescence. inhibition, % at 20 µM. 0.16% of 340,000 active. AID 493160;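 active = inhibition above about 35% when tested at 20 µM, limit read from the data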;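 also: plate controls were DMSO wells with enzyme for no effect and DMSO wells lacking enzyme for full effect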
#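 Material – in-house recombinant HK5 (HKDC1) enzyme · Quantity – HKDC1 at 5 µg/mL · Buffer or medium – pH 8.0 Tris buffer with 10 mM MgCl2 · Reagent – glucose with 1 mM ATP · Dosing – single 20 µM dose · Times – reaction time 90 min, room temperature, protected from light · Technique – resorufin fluorescence at 613 nm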
# SENP8 block-1: SENP8 protease inhibition; 1.2% of 330,000 active; inhibition, % at 10 µM; purified SENP8, Z-RLRGG-aminoluciferin cleavage, luminescence; AID 2540; in the data active = inhibition above about 50%
# Target sequence (Q96LD8 whole entry, looked up): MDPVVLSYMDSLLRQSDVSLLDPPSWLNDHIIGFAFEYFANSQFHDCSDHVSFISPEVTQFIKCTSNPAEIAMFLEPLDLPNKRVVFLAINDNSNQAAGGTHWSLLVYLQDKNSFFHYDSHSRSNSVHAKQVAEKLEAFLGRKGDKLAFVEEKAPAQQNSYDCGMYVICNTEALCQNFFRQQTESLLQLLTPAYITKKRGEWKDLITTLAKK
# Apaf1 inhib: human Apaf-1 inhibition | O14727 | inhibition, % at 20 µM | reconstituted apoptosome caspase-3 activity, DEVD-Rh110 fluorescence | AID 489030 | 0.71% of 330,000 active; active = inhibition of at least 40% at 20 µM;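 also: plate controls were DMSO wells for no effect and DEVD-CHO caspase inhibitor wells for full effect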
#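 System – cell-free apoptosome with Apaf-1, procaspase-3 and caspase-9 · Buffer or medium – pH 7.5 Hepes buffer with CHAPS, BSA, DTT · Also added – cytochrome c with DEVD-Rh110 · Times – 30 min compound preincubation, 50 min activation, room temperature · Technique – Rh110 fluorescence intensity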
# PfGluPho inh: PfG6PD (Plasmodium falciparum) enzyme inhibition | 0.78% of 350,000 active | inhibition, % at 20 µM | PfGluPho enzyme, NADPH resazurin-diaphorase fluorescence;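 active = inhibition reaching at least a set limit at 20 µM in the primary screen, cut at about 59% in these data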;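 also: 0% = DMSO wells with substrate and 100% = DMSO wells lacking glucose-6-phosphate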
# SENP7 inh: inhibitors of human SENP7 protease; 1.5% of 330,000 active; AID 434973; inhibition, % at 5 µM; recombinant SENP7, Z-RLRGG-aminoluciferin luminescence, 40 min;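 active = inhibition above about 50% at the single test dose, limit read from the data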;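 also: plate controls were DMSO with enzyme for no effect and no enzyme buffer wells for full effect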
# Target sequence (Q9BQF6 706-1050 limits assumed): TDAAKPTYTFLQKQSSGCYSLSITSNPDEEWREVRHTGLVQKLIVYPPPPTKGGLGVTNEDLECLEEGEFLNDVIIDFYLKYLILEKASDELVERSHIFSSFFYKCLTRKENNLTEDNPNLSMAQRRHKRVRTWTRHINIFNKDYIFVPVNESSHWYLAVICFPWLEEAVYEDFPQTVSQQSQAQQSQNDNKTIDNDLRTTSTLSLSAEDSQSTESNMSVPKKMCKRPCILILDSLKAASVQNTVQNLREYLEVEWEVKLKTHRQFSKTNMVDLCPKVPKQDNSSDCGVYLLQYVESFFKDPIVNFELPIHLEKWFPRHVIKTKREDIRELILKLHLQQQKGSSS
# SENP8 block-2: SENP8 (human) protease inhibition; AID 602440; 0.64% of 360,000 active; Q96LD8; inhibition, % at 20 µM; recombinant SENP8, Nedd8 substrate fluorescence; in the data active = inhibition mostly above about 40%, no sharp cut-off; inactive = mostly below about 27%
# * = called active by the depositor; i = inactive; . = not tested or not shown. The order is random; any-hit rate near 3.6%.
# Under each structure: SENP1 inh, SENP6 block, HKDC1 inhibitor, SENP8 block-1, Apaf1 inhib, PfGluPho inh, SENP7 inh, SENP8 block-2
O=C(Nc1ccccc1)Nc1ccc(C(=O)N2CCCC2)cc1
    1, 97*, -2, 94*, -5, -19, 97*, 12
CC1(C)CC(=O)C=C(c2ccc3c(c2)OCO3)C1
    2, -11, -5, -4, 3, -5, -12, -222
COC(=O)c1cc(OC)c(OC)cc1NC(=S)N1CCCCC1
    0, -10, -11, -8, -5, -3, -10, -67
O=C(Nc1ccnn1C1CCN(C(=O)c2ccc(F)c(Cl)c2)CC1)C1CC1
    0, -4, 5, 6, 1, -9, 3, 11
CCn1ccc2cc(OC)ccc2c1=S
    0, -13, 4, -7, 7, 16, -2, -73
COc1ccc(NC(=O)CN(C)C(=O)c2cc(-c3ccc(C)o3)nc3ccccc23)cc1
    -17, -11, -1, 7, 15, 5, 3, i
COCc1cc(=O)n2[nH]cc(-c3ccccc3)c2n1
    1, 1, 4, -7, 6, -19, 6, -453
O=c1cc(-c2ccc(O)cc2)oc2ccc(O)cc12
    -13, 51*, 3, 19, 6, -16, 30, -278
CCN1CCN(Cc2ccc(NC(=O)c3ccc(C)c(NC(=O)c4ccc5n[nH]nc5c4)c3)cc2C(F)(F)F)CC1
    1, -21, 0, -17, 1, -13, 2, -2
COc1cccc(N2CC(=O)N(c3cccc(OC)c3)CC2=O)c1
    -1, 9, -3, 6, -12, -4, -2, 8
CCN(CC)C(=O)CSc1nc2sc3c(c2c(=O)n1CCOC)CCC3
    -2, -21, 0, -7, 7, 4, -4, 14
Cc1ccc(S(=O)(=O)N(C)C)cc1NC(=O)COC(=O)CCCOc1ccccc1
    1, -2, -5, 1, 11, 23, -5, 1
N#Cc1c2c(c(-c3ccccc3Cl)[nH]c1=S)CCCC2
    -11, ., -1, ., ., 41, ., -8
O=C(Cc1cccc2ccccc12)Nc1cccnc1
    -1, -2, 0, -5, -11, -13, -4, 1
Cc1ccc(S(=O)(=O)/N=C/c2c(O)ccc3ccccc23)cc1
    -29, -3, 33, 6, -10, 17, 2, -22
Cc1ccc(-c2nnc(N)o2)cc1
    0, -6, -12, 3, -11, -4, 0, 14
C/C(=N\Nc1nccnc1Cl)c1ccc([N+](=O)[O-])cc1
    1, -4, -6, 3, 0, -7, -3, 25
COc1cccc(C(=O)NNC(=O)Cc2ccc(Cl)cc2)c1
    4, -5, -14, 1, -13, -4, 3, 22
c1ccc(OCc2nc(-c3ccccc3)no2)cc1
    1, 30, 1, -7, 0, -3, 11, 12
CCOC(=O)/C(C#N)=C/N1CCOCC1
    2, 4, -4, 6, -28, 9, -1, 21
Cc1ccc(SCCNCc2ccco2)cc1
    1, 14, -6, 8, -8, -9, 5, 12
CCCc1nc(SCC(=O)Nc2ccccc2)c2c(=O)n(C)c(=O)n(C)c2n1
    3, -6, 0, -2, -1, -9, -5, 14
CN(C)CCn1c2ccccc2c2nc3ccc([N+](=O)[O-])cc3cc21
    4, 4, 4, -3, -3, 49, 3, -10
CCOc1ccccc1CN(CCc1ccc2c(c1)OCO2)Cc1ccccn1
    3, -36, -7, 0, 6, 1, -4, 18
O=C(Cc1cccs1)NNC(=O)c1ccc(F)cc1
    3, -3, -6, -2, 2, -4, -3, 15
O=C(NCCc1c[nH]c2ccccc12)c1c(Cl)nc2sccn12
    0, 14, -6, -2, -2, -14, 1, 5
O=C(/C=C/c1ccc([N+](=O)[O-])cc1)c1ccccc(=O)c1O
    -35, ., 8, ., ., 39, ., 25
Cc1cc(Cl)c(S(N)(=O)=O)cc1OCC(N)=O
    3, -3, -4, 4, -1, 1, 5, 15
Cc1ccccc1NC(=O)CCNS(=O)(=O)c1ccc2c(c1)CCC(=O)N2
    0, -2, -5, 1, -8, -6, -3, 15
CC(CC(=O)O)n1nnc2ccccc21 (stereo unspecified)
    2, -6, -4, -5, -22, -5, -13, 12

# (continued)
# Under each structure: SENP1 inh, SENP6 block, HKDC1 inhibitor, SENP8 block-1, Apaf1 inhib, PfGluPho inh, SENP7 inh, SENP8 block-2
Cc1cc(C)n2nc(C(=O)NCc3ccco3)nc2n1
    3, 12, -3, 0, -2, -11, 15, 23
COc1ccccc1C(=O)NCC(=O)NNC(=O)c1cccs1
    0, -8, 3, -9, -2, -18, 5, 1
COC(=O)C1=C(C)N(CCc2ccccc2)C(=O)/C1=C\c1ccco1
    3, 16, 9, 8, 11, 16, 17, 26
CCn1nnc(NC(=O)c2ccco2)n1
    0, -3, 1, 0, 3, 1, 3, 9
Cc1ccc(NC(=S)NCCC2=CCCCC2)cc1
    0, -6, 5, 1, 12, -2, 8, 14
CC(=O)Oc1c(C(=O)c2nnc(C)o2)c(=O)n(Cc2ccccc2)c2ccccc12
    -7, 13, -12, 0, 9, 4, 5, -79
COCC(C)n1c(C)cc(C(=O)CN2c3cccc4cccc(c34)S2(=O)=O)c1C (stereo unspecified)
    -4, -6, 5, 8, 2, 14, 0, i
CCOC(=O)c1cc(C(=O)OCC)c(=O)[nH]c1SCc1ccccc1
    -15, 11, 9, 1, -7, -28, -4, -154
COc1ccccc1N(CC(O)Cn1c2ccccc2c2ccccc21)S(=O)(=O)c1ccccc1 (stereo unspecified)
    3, 11, -3, 5, -3, 21, 2, 16
COc1ccccc1CN1CCCC(C(=O)N2CCCCC2)C1 (stereo unspecified)
    1, -12, -5, -5, -26, -18, -6, 18
COc1ccc(C(=O)NCCS(=O)(=O)NCc2ccc3c(c2)OCO3)cc1
    1, -12, -1, -2, -2, -2, -8, 5
O=C(C1CCN(S(=O)(=O)N2CCC3(CC2)OCCO3)CC1)N1CCOCC1
    2, -27, -7, 1, -24, -7, -5, 6
Cc1csc(C2=C(O)CN(CCc3ccccc3)C2=N)n1
    -7, -4, 6, 5, -16, -6, 2, -14
Cc1sc2ncnc(OCC(=O)N3CCN(C(=O)c4ccco4)CC3)c2c1C
    1, -19, -5, -7, -3, -14, 0, 4
COc1ccc(C(C(=O)NC2CCCCC2)N(CC2CCCO2)C(=O)CCCC(=O)Nc2ccccn2)cc1 (stereo unspecified)
    1, 3, -1, 7, 13, 8, 3, 0
Cc1ccc(N2C(=O)C(Cl)=C(NCCO)C2=O)c(C)c1
    6, -10, 0, 4, 14, 0, 3, 13
CCN(CC)C(=O)CSc1nnc(-c2ccc(S(=O)(=O)N3CCOCC3)cc2)n1C
    -1, 4, -8, -1, -9, 2, -1, 7
COc1ccccc1N1CCN(C2CCCN(Cc3c(F)cccc3F)C2)CC1 (stereo unspecified)
    1, -24, -6, -14, 7, 7, 4, 16
CC(=O)C1=C(C)Nc2ncnn2C1c1ccc(Br)cc1 (stereo unspecified)
    0, -22, 2, 3, -5, -4, -6, 9
Cc1ccc(NC(=S)Nc2ccc3cn[nH]c3c2)cc1
    -6, -6, 2, 0, 8, 0, 7, -14
CSc1ccccc1NC(=O)CSc1nnc(Cc2ccccc2)o1
    3, -20, -3, 7, 2, 26, -4, 13
O=C(COc1cccc(C(F)(F)F)c1)NNC(=O)Cc1ccc(S(=O)(=O)N2CCOCC2)s1
    -2, -11, 0, -1, -1, -3, -1, -9
O=S(=O)(Nc1cccc(-n2cnnn2)c1)c1cccc(Cl)c1
    1, -6, -3, 7, 1, 22, 5, 6
O=C(OCC(=O)N1CCc2ccccc21)c1cccc(S(=O)(=O)N2CCCc3ccccc32)c1
    2, -9, 1, 0, 9, 1, 0, 14
COc1ccc(CN(C(=O)c2ccco2)c2ccc(Br)cc2)cc1OC
    1, 0, 0, 1, 30, -25, 4, 4
COc1ccccc1C(=O)NNC(=O)c1cccc([N+](=O)[O-])c1
    5, 4, -13, 3, -13, 0, 5, -3
COc1ccc(C2CC(c3cccs3)=NN2c2ccccc2)cc1 (stereo unspecified)
    -38, -19, 0, -3, -8, 0, 1, -438
CCCOc1ccc(C2/C(=C(/O)c3ccc(F)cc3)C(=O)C(=O)N2CCCN(C)C)cc1 (stereo unspecified)
    -2, -20, 4, -1, 18, 4, -12, 6
COc1cc2c(cc1NC(=O)C(F)(F)F)-c1ccc(NC(=O)C(F)(F)F)cc1C2
    2, ., 0, ., ., 8, ., 13
O=C(NCc1ccncc1)c1cccc(NS(=O)(=O)c2ccc(F)c(F)c2)c1
    -2, 16, 8, 6, -7, -21, 1, 17

# Next section:
# Under each structure: SENP1 inh, SENP6 block, HKDC1 inhibitor, SENP8 block-1, Apaf1 inhib, PfGluPho inh, SENP7 inh, SENP8 block-2
COCCN(C(=O)CCc1ccc(OC)cc1)c1nnc(-c2ccncc2)s1
    0, 2, -3, -1, 8, 13, 6, 1
CCC(=O)Oc1ccc(/C(CC)=C(\CC)c2ccc(OC(=O)CC)cc2)cc1
    1, -14, -2, 4, 11, 14, -3, 9
Cc1cc(C)cc(C(=O)N2CCN(Cc3ccc4c(c3)OCO4)CC2)c1
    0, 19, -5, -6, 2, -9, -3, 15
O=C1C2C3C=CC(C3)C2C(=O)N1c1ccc2ccccc2c1 (stereo unspecified)
    0, -6, -4, -9, -3, 5, 5, 13
Fc1ccccc1Cc1noc(CN2CCC(OCc3cccnc3)CC2)n1
    -4, 16, -15, -2, 6, 3, -4, 6
Cc1cccc(NC(=O)/C(C#N)=C\c2cccnc2)c1
    9, -4, -14, 2, 2, -2, 4, 0
CCOC(=O)c1c(CCl)nc2ccccc2c1C
    1, 14, -3, 6, 5, -3, -2, 0
CC(C)[C@H](NC(=O)c1cccc(S(=O)(=O)N2CCOCC2)c1)C(=O)Nc1nc2ccccc2s1
    -1, 1, -1, 3, 0, -17, 3, 4
COC(=O)c1cc2occc2n1Cc1nc(-c2cccc(Cl)c2)oc1C
    -9, 8, -5, -4, 8, 12, -4, 5
CCN(Cc1ccccc1)C(=O)c1cccnc1
    -3, -2, 4, -4, -8, -14, 2, 3
Cc1ccc(NC(=S)N(CCN(C)C)C(C)c2cccnc2)cc1 (stereo unspecified)
    0, 8, 0, 1, 0, -7, 10, 11
CCN1CCN(C(=O)c2ccccc2N(Cc2ccccc2)S(=O)(=O)c2ccc(OC)cc2)CC1
    1, -13, -1, -2, 7, 1, -2, -5
CNc1ccccc(C(=O)/C=C/c2ccccc2OC)c1=O
    -26, 16, 10, 6, 7, 52, 4, -44
COCCOc1ccc(C(F)(F)F)cc1Nc1nc2ccccc2o1
    -1, 5, 4, 3, 5, 48, -3, -250
CCOCc1cnc(C)nc1NCC(=O)c1c(C)[nH]c2ccc(OC)cc12
    1, 0, -2, -1, -13, 4, 5, 7
O=C(NCc1ccccc1CN1CCCC1)c1cccc(S(=O)(=O)N2CCOCC2)c1
    4, -12, -8, -9, 10, -2, -8, 2
COc1cc(CCC(=O)OCn2nnc3ccccc3c2=O)cc(OC)c1OC
    2, -10, -2, -1, 6, 2, -11, 18
CCOC(=O)C1CCCN(C(=O)c2cc(CN3C(=O)c4ccccc4C3=O)ccc2OC)C1 (stereo unspecified)
    1, 0, -3, 15, 8, -4, -3, 4
Cc1cc(C)c2nc(C(F)(F)F)nc(N3CCN(C(=O)c4ccco4)CC3)c2c1
    1, -10, 6, -3, 32, -11, -12, -38
CC(=O)c1cccc(NC(=O)c2cc(-n3cnnc3)ccc2Cl)c1
    1, -17, -4, 1, 9, -14, 5, 30
CCCCCN(C(=O)CCC(=O)OCC(=O)NC1CCC(C)CC1)c1c(N)n(CCCC)c(=O)[nH]c1=O (stereo unspecified)
    1, -14, -11, -10, 8, -15, -10, 4
